# Source: PubChem (National Center for Advancing Translational Sciences (NCATS))
# EPAC1 antag = antagonists of human EPAC1; EPAC1 GEF assay, Rap1b-BODIPY-GDP exchange fluorescence; Potency, µM (series often up to 115 µM), without a hit: at the top dose activity change, negative = inhibition, usual class: inhibitors; actives 0.14% (n = 360,000); AID 720709;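 further: potency means the concentration at half of the fitted maximal effect; plate controls were vehicle for no effect and positive control for full effect; nearly all actives have a fitted effect of over 50% in size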
# EPAC1 ag = agonists of human EPAC1 | AID 720707 | O95398 | EPAC1 agonist qHTS, biochemical assay; response scale: 100% = response to 6.5 mM cAMP | Potency, µM (series often up to 154 µM), inactives show at the highest dose activation, usual class: activators | actives 0.073% (n = 360,000); further: potency means the concentration at half of the fitted maximal effect; nearly all actives have a fitted effect of over 60% in size
#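 Normalized to 6.5 mM cAMP, activity reflects EPAC1-catalysed release of BODIPY-GDP from Rap1B, followed kinetically over 30 min at 480 nm excitation, 540 nm emission. Reaction contained 100 nM EPAC1, 250 nM Rap1B-BODIPY-GDP, 50 uM GDP.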
# PLK1 PBD block = inhibitors of human PLK1 polo-box domain binding | actives 2.8% (n = 360,000) | Potency, µM, for the others: max response, negative = inhibition, actives largely listed as inhibitors | AID 720504 | Plk1 PBD binding of FITC phosphopeptide, fluorescence polarization | P53350; further: potency means the concentration at half of the fitted maximal effect; series mostly up to about 57 µM; on the % scale 0 is the no-effect control and ±100 the full control effect; nearly all actives have a fitted effect of over 65% in size
# CCT modulator = changes cytosolic chaperonin activity | purified chaperonin ATPase assay, HTRF ADP detection, 30 min | actives 0.3% (n = 360,000) | activity change, % (no concentration beside the values), hits read low; in the data active means activity change below about -30%; further: on the % scale 0 is the no-effect control and ±100 the full control effect
#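 ATPase activity: ADP formed was measured by HTRF Transcreener (665/615 nm ratio) after 30 min at 37 deg C with 10 uM ATP. Compounds screened at one 76 uM concentration against 40 or 20 nM TRiC in Tris pH 7.4/KCl/MgCl2/DTT buffer.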
# PI5P4Ka inh = PI5P4K alpha (human) kinase inhibition | PI5P4Kalpha enzyme, ADP-Glo luminescence, 60 min; hits give low values | max response, % | actives 1.2% (n = 330,000); active means max response of -50% or lower; inconclusive means between -30% and -50%; inactive means -30% or higher; further: value at the top dose of about 77 µM; on the % scale 0 is the no-effect control and ±100 the full control effect
#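 Single end-point luminescence (ADP-Glo) quantified ADP from PI5P4Kalpha turnover; ATP 5 microM final, 1 h at RT, 0.1% CHAPS and 0.28 mM EGTA in HEPES pH 7.4.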
# WRN helicase inh = inhibitors of human WRN helicase; Q14191; WRN helicase unwinding, fluorescent forked duplex, kinetic; Potency, µM (doses to about 114 µM), for inactives: at the top dose activity change, negative = inhibition, usual class: inhibitors; actives 0.46% (n = 360,000); further: potency means the concentration at half of the fitted maximal effect; on the % scale 0 is the no-effect control and ±100 the full control effect; nearly all actives have a fitted effect of over 55% in size
#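 Screening of the MLSMR collection measured strand separation of a quenched forked DNA duplex (100 nM) by 20 nM WRN with 2 mM ATP, all final. Compounds were preincubated with enzyme 15 min at room temperature.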
# EPAC2 ag = agonists of human EPAC2 (RAPGEF4) | Potency, µM (highest dose often 154 µM), inactives show at the highest dose activation, actives largely listed as activators | Q8WZA2 | actives 0.079% (n = 360,000) | EPAC2 activation, biochemical qHTS; response scale: 100% = 6.5 mM cAMP response; further: potency means the concentration at half of the fitted maximal effect; nearly all actives have a fitted effect of over 50% in size
# Target sequence (Q8WZA2 whole entry, looked up): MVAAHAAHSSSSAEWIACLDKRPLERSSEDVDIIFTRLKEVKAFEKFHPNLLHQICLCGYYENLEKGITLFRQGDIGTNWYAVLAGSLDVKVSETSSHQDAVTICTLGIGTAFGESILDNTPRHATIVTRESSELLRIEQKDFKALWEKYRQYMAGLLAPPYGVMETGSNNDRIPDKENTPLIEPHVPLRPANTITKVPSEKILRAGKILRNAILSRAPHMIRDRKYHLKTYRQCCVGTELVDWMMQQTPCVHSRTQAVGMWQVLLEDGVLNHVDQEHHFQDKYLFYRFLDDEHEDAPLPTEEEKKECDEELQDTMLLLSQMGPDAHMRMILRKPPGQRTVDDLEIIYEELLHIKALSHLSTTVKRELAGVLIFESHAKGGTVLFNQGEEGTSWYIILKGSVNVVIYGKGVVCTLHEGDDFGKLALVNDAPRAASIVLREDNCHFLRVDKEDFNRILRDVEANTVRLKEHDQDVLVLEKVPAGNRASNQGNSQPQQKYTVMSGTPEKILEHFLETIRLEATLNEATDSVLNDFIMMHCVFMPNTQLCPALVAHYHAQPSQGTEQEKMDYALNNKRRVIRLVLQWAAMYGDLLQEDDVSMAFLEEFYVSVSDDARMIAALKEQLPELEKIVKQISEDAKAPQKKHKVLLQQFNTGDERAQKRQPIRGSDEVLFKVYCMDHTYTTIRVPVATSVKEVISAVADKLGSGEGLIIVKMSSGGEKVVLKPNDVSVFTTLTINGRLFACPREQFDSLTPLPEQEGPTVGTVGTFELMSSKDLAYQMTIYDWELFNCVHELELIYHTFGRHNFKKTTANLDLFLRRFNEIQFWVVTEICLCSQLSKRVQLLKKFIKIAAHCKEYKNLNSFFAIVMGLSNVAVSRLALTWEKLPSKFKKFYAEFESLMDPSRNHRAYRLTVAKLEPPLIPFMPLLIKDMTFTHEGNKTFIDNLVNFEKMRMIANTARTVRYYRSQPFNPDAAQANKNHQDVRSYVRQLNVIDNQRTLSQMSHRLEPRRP
#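 Compounds were added across a concentration range to EPAC2 (100 nM), RAP1B-BODIPY-GDP (250 nM) and GDP (50 uM). After 5 min at room temperature, fluorescence was recorded at 5-min intervals for 30 min.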
# IL-2 act = IL-2 activation | actives 0.065% (n = 360,000) | IL-2 activation reporter assay, cell-based qHTS; stimulated with anti-CD3/CD4/CD28 beads; in transgenic mouse T cells | activation, % (series mostly up to about 46 µM) | AID 652025; in the data active means activation above about 50%; inconclusive means mostly about 30% to 49%; further: 0% is about no effect
#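 Quantitative HTS in unstimulated transgenic mouse T cells, with memory T cells as non-tolerant control and PMA/ionomycin as tolerance-bypass control. Compound pretreatment lasted 60 minutes before 18 h bead stimulation; EGFP/DsRed fluorescence read.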
# * hit, by the source's call; ? = inconclusive; . = not tested or not shown; [ ] = remark or other dose. Unless noted, the call rests on the fitted dose curve; in most records, active means well fitted curve in the direction sought with a large enough effect; inconclusive means small, poorly fitted or top-dose-only effect, or another doubt; inactive means no such curve, though single readings can be large; an effect the other way counts as inactive or inconclusive.
SMILES,EPAC1 antag,EPAC1 ag,PLK1 PBD block,CCT modulator,PI5P4Ka inh,WRN helicase inh,EPAC2 ag,IL-2 act
CC(C)c1nc2oc3c(NCc4ccccn4)ncnc3c2c2c1COC(C)(C)C2,-17.0%,4.0%,-10.3%,-1.7,-1.3,-4.9%,-13.7%,0.4
CCOC(=O)NNC(=O)C12CC3CC(CC(C3)C1)C2,14.7%,-2.9%,1.2%,1.4,2.0,-4.8%[57.1 µM],-5.8%,-0.7
CC(C)(C)C1CCC(=NNC(=O)c2cc3c(s2)CCCC3)CC1 (stereo not given),-7.9%,0.6%,-11.9%,-2.6,9.3,-10.7%,-6.8%,0.0
CN(C(=O)CCS(=O)(=O)c1ccc2c(c1)oc(=O)n2C)C1CCCCC1,-16.9%,7.0%,?,-0.9,-5.2,-6.2%,1.1%,-0.5
CN1CCCN(C(=O)c2cccc(Br)c2)CC1,-5.5%,-9.7%,-4.1%,0.3,6.1,-15.5%,2.5%,-0.2
Cc1ccc([N+](=O)[O-])cc1NC(=O)CN(C1CCCCC1)S(=O)(=O)c1ccc(Cl)cc1,-4.0%,6.3%,2.6%,1.8,0.3,-9.3%,18.8%,0.0
O=C(NCc1ccccn1)C(=O)NCC1OCCCN1S(=O)(=O)c1cc(F)ccc1F (stereo not given),-6.2%,8.4%,-11.1%,-1.2,1.0,-23.0%,10.8%,2.6
CCOC(=O)Cn1c(S(=O)(=O)Cc2ccc(F)cc2)nc(-c2ccccc2)c1-c1ccccc1,-1.6%,16.9%,-3.0%,0.8,.,-7.7%,15.3%,-2.5
Cc1ccsc1-c1nc(CN(C)C(C2CC2)C2CC2)c(C)o1,4.0%,3.7%,-2.9%,0.0,0.2,8.8%,6.8%,-0.2
COc1cccc(CNC(=O)Cn2nc(C)c3c(C)n(-c4ccc(C)cc4)nc3c2=O)c1OC,5.5%,1.2%,5.4%,0.0,-1.3,1.8%,-4.8%,-2.4
Cc1ccc(N2C(=O)CC(NCc3ccc4c(c3)OCO4)C2=O)cc1Cl (stereo not given),-3.7%,7.7%,-1.7%,0.6,5.4,-15.7%,7.7%,0.4
O=c1cc(-c2ccc(OCc3ccccc3)cc2)oc2cc(OCc3ccccc3)cc(OCc3ccccc3)c12,-10.8%,0.8%,?,-1.2,-22.0,-2.5%,0.2%,1.5
C=C(C)CSc1nnc(-c2ccc(OC)cc2)n1N,-0.3%,-6.4%,1.0%,-1.3,11.9,-1.4%,4.2%,1.8
O=C(N/N=C\c1ccc([N+](=O)[O-])o1)C1COc2ccccc2O1 (stereo not given),-5.2%,-3.2%,-7.7%,-0.2,-9.3,-16.9%,-6.4%,0.1
COc1cc(CN2CCN(Cc3ccc(C)cc3)C(CCO)C2)ccc1O (stereo not given),-2.4%,12.3%,-5.6%,-1.0,-7.5,-5.8%,0.7%,2.0
Cc1ccc(N2C(=O)N3[C@H]4c5ccccc5OC[C@@H]4[C@@H](c4ccccc4)[C@@]3(C)C2=O)cc1,2.2%,12.5%,-1.6%,1.5,3.1,-2.7%,11.5%,0.0
COc1ccc2c(CC(=O)OCC(=O)Nc3cc(C)c(C)cc3[N+](=O)[O-])coc2c1,-13.6%,9.2%,-6.3%,1.3,-7.1,-9.1%,8.3%,1.0
CCOC(=O)Cc1csc(SCC(=O)Nc2cc(C)ccc2OC)n1,1.5%,3.8%,?,2.3,8.8,-4.0%,-4.9%,0.0
CCCC(=O)Nc1ccc(C(=O)NNC(=O)COc2ccc(Br)c(C)c2)cc1,-10.3%,1.1%,0.4%,0.4,9.8,-8.5%,-8.3%,-0.4
CC(=O)c1cccc(NC(=O)C2CCCN2S(=O)(=O)c2cccc3nsnc23)c1 (stereo not given),0.5%,5.7%,-3.7%,-1.4,6.5,-2.9%,0.3%,-4.0
O=C(CCN1C(=O)c2ccccc2C1=O)Nc1ccccn1,2.9%,1.3%,-4.6%,-1.3,.,3.5%,6.9%,1.6
S=C1NC2(CCCC2)N=C1c1ccccc1,-4.6%,3.8%,-2.5%,-1.3,-3.8,-12.3%,1.0%,-0.4
CCc1nnc(NC(=O)CSc2nccn2-c2cccc(C)c2C)s1,-1.1%,-0.8%,-6.4%,-0.1,-0.7,-9.4%,6.8%,-2.5
CCCCC(CC)CNC(=O)C1CC=CCC1C(=O)O (stereo not given),3.9%,0.9%,-19.4%,0.5,2.1,-1.9%,6.7%,-2.7
Cc1ccc(C)c2[nH]c(=O)c(CCNC(=O)c3ccco3)cc12,-4.1%,-2.2%,-19.8%,-0.5,-8.4,2.4%,6.2%,-2.4
O=C(Cc1c(F)cccc1Cl)Nc1ccc(-n2cnnn2)cc1,-6.8%,-7.2%,-12.0%,-2.2,4.1,0.0%,0.6%,0.0
O=C(O)CCC(=O)Nc1ccc(-n2ccc(C(F)(F)F)n2)cc1,6.2%,4.6%,-11.7%,-0.7,-0.2,5.0%,10.4%,0.0
Cc1[nH]c2ccccc2c1C(=O)C(=O)NCCc1c[nH]c2ccccc12,-1.3%,-5.2%,-6.4%,-3.0,2.4,-6.8%[57.1 µM],8.4%,-1.5
O=S(=O)(c1ccc(Br)cc1)c1nc(-c2ccccc2)oc1N1CCOCC1,-9.4%,17.5%,-13.4%,-1.4,-0.6,?,17.3%,-5.7
Clc1ccc(-c2nnc(-c3ccco3)o2)cc1,6.5%,9.7%,-15.5%,-5.6,.,-5.8%,1.6%,-2.5
COc1ccc(CCN2C(=O)CC(NNC(=O)c3ccc(F)cc3)C2=O)cc1OC (stereo not given),-2.6%,6.5%,-1.8%,2.6,1.1,-2.6%,5.1%,-0.1
O=C(C1CCCO1)N1CCN(S(=O)(=O)c2ccc(F)cc2)CC1 (stereo not given),-6.9%,7.1%,-9.1%,-4.0,3.5,9.2%,13.6%,-0.2
COc1ccc(-n2c(Cc3cccn3C)nnc2SCC(=O)Nc2ccccc2C)cc1,5.8%,20.8%,-5.1%,1.6,-3.6,0.1%,7.5%,-3.5
COC(=O)[C@@H](Cc1c[nH]c2ccccc12)NC(=O)C1CCCN(S(=O)(=O)c2ccc(C)cc2)C1 (stereo not given in full),-1.6%,3.6%,3.8%,-1.8,2.6,-0.3%,6.4%,-2.6
COc1cc(/C=C(\C#N)C(=O)Nc2cccc3ncccc23)cc(OC)c1OC,5.5%,7.7%,-6.0%,-2.3,1.1,-24.3%,-6.1%,-0.2
Clc1ccc2c(c1)C1CC2CCN1Cc1ccccc1 (stereo not given),-4.3%,0.2%,-16.1%,1.3,3.1,-15.8%,15.4%,-0.4
N#Cc1ccc(C(C(=O)Nc2ccc3c(c2)OCCO3)n2c(=O)c(-c3ccco3)nc3ccccc32)cc1 (stereo not given),-2.0%,3.4%,-12.4%,.,?,-8.0%,14.3%,1.4
CCOC(=O)C1(Cc2ccccc2)CCCN(C(=O)c2cnn(CC)c2)C1 (stereo not given),1.6%,4.8%,23.8µM*,-1.9,3.0,3.6%,1.0%,2.3
COc1cccc2sc3cc(C#Cc4ccccn4)ccc3c(=O)c12,-13.6%,-13.0%,-16.6%,2.0,-16.3,-10.8%,-1.6%,-2.2
CCOc1ccc(/C=C2\SC(=O)N(CCNC(=O)CN3C(=O)NC4(CCCC4)C3=O)C2=O)cc1OC,10.9%,5.4%,-7.1%,-2.5,8.4,-23.3%,2.6%,-2.8
CCC(C)N(C(=O)c1csnn1)C(C(=O)NCc1ccc(F)cc1)c1ccccc1 (stereo not given),13.4%,-0.3%,1.0%,-0.3,4.9,5.0%,0.8%,0.5
COC(=O)c1ccc(C(=O)OC)c(NC(=O)CN2CCN(c3ccccc3OC)CC2)c1,1.6%,6.4%,-1.9%,-0.8,.,-0.2%,5.7%,0.3
NC1=NC2(CCCCCC2)n2c(nc3ccccc32)N1,-18.9%,0.0%,-3.1%,-0.8,.,-0.8%,7.2%,2.1
Cc1cc(NC(=O)CCC(=O)N(CCc2ccccc2)C(C(=O)NC2CCCC2)c2ccco2)no1 (stereo not given),-10.0%,11.9%,-4.2%,-2.4,0.6,-7.3%,8.8%,-1.0
CCOc1ccc(-c2[nH]ncc2-c2ccccc2)c(O)c1,-10.3%,-1.2%,-7.4%,-1.1,13.0,-2.1%,23.5%,0.2
COc1cc(C=O)ccc1OCC(=O)NC(C)(C)C,-2.3%,3.4%,-17.1%,-1.0,-2.5,-6.4%,11.9%,-3.8
COc1c(C)cc(C(=O)C2CCCN(C(=O)c3cccc(-n4cccn4)c3)C2)cc1C (stereo not given),-6.0%,-3.0%,-5.5%,-1.9,5.6,-4.9%,-4.4%,-2.0
CC(C)(C)n1ncc2c(=O)n(Cc3ccc(Cl)cc3)cnc21,-20.8%,9.9%,-2.2%,-1.9,7.8,-3.9%,10.6%,-0.3
CCCn1nc(NS(=O)(=O)c2cccc3nonc23)c2cc3ccccc3nc21,-16.0%,-2.6%,?,1.2,3.5,-9.3%,-4.4%,-1.2
Cc1ccc(N2CC(NS(=O)(=O)c3cc(F)ccc3F)CC2=O)cc1C (stereo not given),-22.7%,4.1%,-8.4%,-2.1,3.6,2.1%,9.7%,-1.9
COc1ccc(Cl)cc1S(=O)(=O)N1CCC(O)(c2ccc(Cl)cc2)CC1,15.1%,-6.6%,1.4%,-2.5,-3.6,2.0%,-0.4%,0.2
CCCCOc1ccc(C(=O)NCC2(c3ccccc3)CCOCC2)cc1,-3.4%,6.6%,2.2%,2.3,2.4,-13.8%,-8.3%,-2.3
CC1(C)Cc2nc(Cl)c(C(=O)O)cc2CO1,-12.6%,-2.0%,2.2%,2.1,3.1,-24.8%,2.8%,1.3
COc1ccccc1NS(=O)(=O)c1ccc(C)c(NS(=O)(=O)c2cc(C(=O)O)cc(C)c2C)c1,-0.4%,-5.5%,-2.8%,-1.7,-7.5,-14.6%,0.8%,1.3

# Three compounds already listed, ordered by SMILES length, descending:
SMILES,EPAC1 antag,EPAC1 ag,PLK1 PBD block,CCT modulator,PI5P4Ka inh,WRN helicase inh,EPAC2 ag,IL-2 act
CC(=O)c1cccc(NC(=O)C2CCCN2S(=O)(=O)c2cccc3nsnc23)c1 (stereo not given),0.5%,5.7%,-3.7%,-1.4,6.5,-2.9%,0.3%,-4.0
CC(C)c1nc2oc3c(NCc4ccccn4)ncnc3c2c2c1COC(C)(C)C2,-17.0%,4.0%,-10.3%,-1.7,-1.3,-4.9%,-13.7%,0.4
COc1cc(C=O)ccc1OCC(=O)NC(C)(C)C,-2.3%,3.4%,-17.1%,-1.0,-2.5,-6.4%,11.9%,-3.8

# Some of the compounds tested, so the mix of outcomes need not match the whole.
